Hep lipid drop = modulators of hepatic lipid droplet formation | AML12 mouse hepatocytes, oleate lipid droplets, BODIPY imaging | inhibition, % at 6.5 µM | 240,000 tested, 0.4% active | AID 1656;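 active = lipid droplet intensity inhibited by at least 50%, with more than 500 cells counted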
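Assay system: AML12 mouse liver cells | Compound dosing: One dose, 6.5 µM compound | Read-out basis: Droplet intensity reduction, % inhibition | Measured by: Fluorescence imaging, 20x objective, two fields per well | Schedule: Overnight treatment with compound plus oleate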
T cell HTS = modulates CD8 T cell binding to vesicles; 330,000 tested, 0.068% active; 2C CD8+ T cell-vesicle binding, flow cytometry; stronger effect = lower value; calls only at 7 µM;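 active = response, share of CD8 T cells binding vesicles, and their 90th percentile fluorescence all below set limits, cut at about 80% in these data, passing the limit was not always enough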
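Assay system – 2C mouse CD8+ T cells · Also added – QL9-loaded Drosophila micro-vesicles · Timing – Cell–vesicle co-incubation 1.5 h at 37 °C, staining 20 min on ice · Signal – flow cytometry of vesicle-bound cells · Measure – percent CD8+ FL2 mean versus row control · Controls – Peptide-free naked vesicles (low) and QL9 vesicles with 0.7% DMSO vehicle (high)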
MgcRacGAP inhibition = MgcRacGAP GTPase-activating activity inhibitors, confirmation, biochemical, ADP Hunter fluorescence | AID 624330 | inhibition, % at 30 µM; hits with a dose series show IC50 in µM | 340,000 tested, 0.6% active | MgcRacGAP-stimulated Rac1 GTP hydrolysis, ADP Hunter fluorescence; higher % means a stronger effect; GST-tagged Rac1 F28L mutant substrate;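 active = first-screen hits whose inhibition reached a set limit at any dose in the follow-up dose series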;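 note: fluorescence reports GDP produced by GAP-driven GTP hydrolysis; strong numbers were not always called active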
Large T inhibition = SV40 large T antigen inhibitors, biochemical (AID 1903); SV40 large T antigen ATPase/helicase inhibition assay; higher % means a stronger effect; one-dose inhibition, % at 20 µM; IC50 in µM for titrated hits; 310,000 tested, 0.39% active; in the data active = a potency from the dose series; note: strong numbers were not always called active
GPR55 LPI antagonism = inhibition of LPI-stimulated GPR55 beta-arrestin translocation – imaging, U2OS, beta-arrestin-GFP, LPI agonist, primary screen (AID 2013) | 290,000 tested, 0.13% active | U2OS GPR55 beta-arrestin-GFP translocation imaging, LPI antagonism; higher % means a stronger effect | inhibition, % at 10 µM; hits with a dose series show IC50 in µM;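 active = spots per cell inhibited over 60%, with over 100 cells counted and total cytoplasm intensity under 500,000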;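 note: U2OS cells stably carrying GPR55 and arrestin-GFP stimulated by 5 µM LPI near EC80; imaged beta-arrestin-GFP aggregate spots per cell after agonist stimulation; plate controls were LPI-stimulated DMSO wells for no effect and DMSO wells without LPI for full effect; some results filed as inactive read as strong as hits; confirmed hits need IC50 under 10 µM and bright autofluorescent wells are also inconclusive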
GPR55 beta-arrestin = selective activators of receptor GPR55 – imaging, U2OS cells, beta-arrestin-GFP redistribution, primary screen (AID 1961). 290,000 tested, 0.048% active. activation, % at 10 µM, or EC50 in µM where a hit was titrated. U2OS GPR55 beta-arrestin-GFP redistribution imaging; higher % means a stronger effect;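 active = activation above 40% with more than 50 cells counted in the well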;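 note: U2OS osteosarcoma cells stably expressing GPR55 and beta-arrestin-GFP; plate controls were DMSO negative control for no effect and LPI positive control for full effect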
LYP inhibition = inhibitors of LYP phosphatase, biochemical, fluorescence intensity, uHTS (AID 1779); inhibition, % at 11.5 µM; hits with a dose series show IC50 in µM; recombinant LYP phosphatase, fluorescence intensity; higher % means a stronger effect; 290,000 tested, 0.054% active; in the data active = inhibition above about 50%;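 note: plate controls were vehicle with enzyme for no effect and no enzyme for full effect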
GPR35 arrestin U2OS = GPR35 antagonists blocking zaprinast-driven arrestin recruitment, primary screen, imaging, U2OS, beta-arrestin-GFP, zaprinast agonist (AID 2058); 290,000 tested, 0.052% active; U2OS GPR35 beta-arrestin-GFP translocation imaging, zaprinast antagonism; higher % means a stronger effect; inhibition, % at 10 µM; hits with a dose series show IC50 in µM;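 active = inhibition of at least 50% with at least 30 cells and total cytoplasm GFP at most 10,000,000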
NTR1 agonist = NTR1-driven beta-arrestin-GFP spot formation – imaging, U2OS cells, high content, primary screen (AID 493036); P30989; 330,000 tested, 0.17% active; activation, % at 20 µM; agonist mode;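 active = activation at or above 40% of the spot to cytoplasm intensity ratio, with at least 20 cells analyzed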;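 note: 0% = DMSO without peptide and 100% = 100 nM NTR1 peptide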
Target sequence (P30989 whole entry, looked up): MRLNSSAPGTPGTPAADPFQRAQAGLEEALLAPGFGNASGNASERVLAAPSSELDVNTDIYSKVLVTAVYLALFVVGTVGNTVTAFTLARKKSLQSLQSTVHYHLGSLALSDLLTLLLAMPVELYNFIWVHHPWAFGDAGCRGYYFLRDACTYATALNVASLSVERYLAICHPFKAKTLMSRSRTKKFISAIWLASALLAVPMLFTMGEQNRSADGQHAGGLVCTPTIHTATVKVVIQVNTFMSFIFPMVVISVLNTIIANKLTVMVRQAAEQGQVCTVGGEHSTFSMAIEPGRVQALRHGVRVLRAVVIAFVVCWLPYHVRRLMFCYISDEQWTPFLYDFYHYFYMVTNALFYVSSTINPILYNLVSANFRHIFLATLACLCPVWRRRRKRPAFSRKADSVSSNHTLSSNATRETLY
Hep lipid drop cells 6.5 µM = recorded beside Hep lipid drop, whose call it bears; cell count; measured here: cell count, cytotoxicity flag;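 cells counted across two imaged fields per well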
T cell HTS vesicle-bound % = recorded beside T cell HTS, whose call it bears; double positive events, %; measured here: CD8+ vesicle-bound cell fraction;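 binding gate set so that unloaded-vesicle control wells show 10% double positive cells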
NTR1 agonist cell count 20 µM = recorded beside NTR1 agonist, whose call it bears; cell count; measured here: cell count, cytotoxicity flag
* marks the source's active call; other numbers are inactive results; i = inactive; nt = not tested or not shown.

SMILES	Hep lipid drop	Hep lipid drop cells 6.5 µM	T cell HTS	T cell HTS vesicle-bound %	MgcRacGAP inhibition	Large T inhibition	GPR55 LPI antagonism	GPR55 beta-arrestin	LYP inhibition	GPR35 arrestin U2OS	NTR1 agonist	NTR1 agonist cell count 20 µM
O=C(C1CCC1)N1CCCc2cc(S(=O)(=O)N3CCN(c4ccccc4)CC3)ccc21	-10	767	i	33	4%	6%	-8%	-0.2%	-3%	-8%	3.3	55
CCCCOC(=O)CCNc1n[nH]c(=O)[nH]c1=O	nt	nt	i	25	2%	1%	7%	0.2%	-2%	-23%	-1.4	84
O=C(Nc1ccncc1)c1cccc(S(=O)(=O)N2CCc3ccccc32)c1	nt	nt	i	28	-2%	7%	nt	nt	nt	nt	2.2	48
O=C(Cn1nc([N+](=O)[O-])nc1Br)NC(c1ccccc1)c1ccccc1	-4	365	i	63	9%	-10%	-2%	0.1%	-7%	3%	2.5	44
Brc1cc2c(cc1Cn1c(-c3cncs3)nc3ccccc31)OCO2	-2	700	i	42	7%	7%	11%	-0.2%	0%	-19%	12	35
CCn1c(SCC(=O)NCCc2ccc(OC)c(OC)c2)nc2c1c(=O)n(C)c(=O)n2C	nt	nt	i	30	8%	3%	-1%	-0.3%	-11%	-2%	-0.1	49
O=C(CCN1CCOCC1)N1CCCC(Nc2cccc(F)c2)C1 (stereo not given)	8	891	i	68	-3%	8%	9%	-0.1%	-13%	-9%	-0.9	47
CC1CCCCN1C(=O)CSc1nc2c(c(=O)n(C)c(=O)n2C)n1C (stereo not given)	13	708	i	12	8%	6%	12%	0.2%	-6%	-4%	-3.4	71
COc1nccnc1NS(=O)(=O)c1ccc(NCc2ccccc2O)cc1	-2	736	i	41	6%	5%	-12%	-0.2%	-7%	7%	-0.3	59
Cc1c(NC(=O)Nc2ccccc2)cccc1[N+](=O)[O-]	2	629	i	10	-6%	4%	14%	0.4%	-7%	6%	-0.7	80
CSc1nsc(NC(=O)Nc2ccccc2)n1	nt	nt	i	22	4%	-2%	nt	nt	nt	nt	1.9	49
COc1ccccc1/C=C(/C(=O)OCC(=O)Nc1ccccc1C(C)C)c1ccccc1	4	659	i	51	7%	3%	6%	0.1%	10%	-8%	1.3	78
CCOC(=O)c1c(N)sc2c1CCN(CCc1ccccc1)C2	-7	742	i	50	1%	11%	1%	-0.2%	-2%	-10%	-0.3	69
Cc1ccc(CCNC(=O)C2CCC(=O)N2Cc2cccnc2)cc1 (stereo not given)	-4	767	i	25	3%	-7%	7%	-0.1%	-9%	1%	-0.7	54
CCc1cccc(NC(=O)c2ccc3c(=O)n4c(nc3c2)CCCCC4)c1	-18	624	i	38	12%	15%	-5%	0.0%	-5%	-15%	9.5	64

Next section, starting with the last two of the part before.
SMILES	Hep lipid drop	Hep lipid drop cells 6.5 µM	T cell HTS	T cell HTS vesicle-bound %	MgcRacGAP inhibition	Large T inhibition	GPR55 LPI antagonism	GPR55 beta-arrestin	LYP inhibition	GPR35 arrestin U2OS	NTR1 agonist	NTR1 agonist cell count 20 µM
Cc1ccc(CCNC(=O)C2CCC(=O)N2Cc2cccnc2)cc1 (stereo not given)	-4	767	i	25	3%	-7%	7%	-0.1%	-9%	1%	-0.7	54
CCc1cccc(NC(=O)c2ccc3c(=O)n4c(nc3c2)CCCCC4)c1	-18	624	i	38	12%	15%	-5%	0.0%	-5%	-15%	9.5	64
COc1ccc(-n2c(C)nc3sc4c(c3c2=O)CCCC4)cc1	-1	668	i	2	nt	13%	6%	0.0%	-5%	10%	0.9	38
O=C(COCc1cc(-c2ccc3c(c2)OCO3)on1)N1CCN(c2cccc(Cl)c2)CC1	0	738	i	20	1%	4%	3%	0.3%	-6%	-3%	6.9	58
CCOCCCNC(=O)C(Cc1ccccc1)NS(=O)(=O)c1cccc2nsnc12 (stereo not given)	-4	699	i	50	7%	4%	-1%	0.1%	-8%	-8%	0.4	61
COc1ccc(C)cc1S(=O)(=O)n1cnc(C)c1	-9	791	i	17	-4%	8%	4%	-0.1%	-9%	4%	-0.9	58
Cc1ccc(OCC(=O)Nc2ccc([N+](=O)[O-])cc2)cc1	8	711	i	52	2%	10%	-8%	1.5%	-8%	17%	-0.2	48
CCC(CC)C(=O)NCCN1CCN(C(=O)C(CC)CC)CC1	nt	nt	i	43	-3%	17%	5%	-0.1%	-7%	5%	-1.0	61
CC(C)COC(=O)Nc1nnc(SCCOc2ccccc2)s1	nt	nt	i	53	8%	-2%	-10%	-0.1%	-8%	-14%	0.7	38
COc1ccc(Cl)cc1N(CC(=O)N1CCCCCC1)S(C)(=O)=O	4	849	i	55	2%	7%	-2%	0.5%	-6%	-5%	2.3	60
Clc1ccc(CN2CCCCCC2)cc1	0	783	i	50	29%	5%	10%	-0.4%	-6%	-3%	0.4	50
CC1CCc2cc(F)ccc2N1C(=O)CSc1nnc2c(n1)[nH]c1ccc(F)cc12 (stereo not given)	nt	nt	i	28	2%	0%	3%	-0.1%	-14%	-3%	12	50
Nc1ccc(S(=O)(=O)NC2=NCCCCC2)cc1	-2	726	i	26	2%	14%	-5%	0.1%	-5%	8%	0.4	78
Cc1cccc(N(CC(=O)NCc2ccco2)C(=O)CCC(=O)Nc2nccs2)c1C	-2	826	i	28	3%	11%	5%	0.3%	-4%	8%	-1.7	44
CCc1cc(C)cc(OCCNC(=O)c2ncn[nH]2)c1	-5	701	i	20	6%	0%	5%	-0.1%	0%	-16%	0.1	47
N#Cc1cc2ccccc2nc1SCC(=O)Nc1ccc(S(=O)(=O)N2CCCC2)cc1	nt	nt	i	32	8%	-1%	10%	0.3%	3%	10%	-0.7	47
Cc1cccc(C(=O)N(Cc2nc3ccccc3c(=O)[nH]2)C2CCCCC2)c1	-8	707	i	66	2%	5%	6%	0.2%	-8%	9%	3.6	44
COc1ccc(Cl)cc1NC(=O)NCc1ccccn1	0	888	i	61	-1%	4%	2%	-0.1%	-8%	-5%	-0.2	50
COc1ccccc1NC(=O)COc1ccc(/C=N/NC(=O)CSCc2ccc(Cl)cc2)cc1	nt	nt	i	55	12%	5%	-13%	0.3%	-2%	-5%	3.6	30
Cc1ccc(C(=O)n2cnnc2N)cc1	nt	nt	i	46	5%	17%	0%	0.0%	-4%	19%	-1.5	76
COc1cccc(-c2cc(C(F)(F)F)n3ncc(C(=O)O)c3n2)c1	0	682	i	33	15%	3%	2%	-0.1%	5%	-10%	0.0	55
COc1ccc(/C=C(/NC(=O)c2ccccc2)C(=O)N2CCCCC2)cc1OC	-4	720	i	13	7%	0%	-41%	0.3%	-3%	16%	-1.6	65
O=C(CNC(=O)c1ccccc1F)N/N=C/c1ccco1	4	791	i	9	-3%	3%	-8%	-0.2%	-7%	10%	0.0	59
Cc1ccc(C(C(=O)NC2CCCC2)N(C(=O)c2csnn2)C2CCCC2)o1 (stereo not given)	nt	nt	i	18	-2%	2%	7%	0.2%	-6%	-2%	6.1	90
CCCS(=O)(=O)c1nc(S(=O)(=O)c2ccc(C)cc2)c(NCCN2CCOCC2)s1	4	707	i	8	-1%	0%	5%	-0.2%	-4%	1%	-0.9	40
O=C(CC(C(=O)O)c1cccc(Cl)c1Cl)c1ccccc1 (stereo not given)	5	868	i	32	6%	4%	-13%	0.0%	-5%	15%	3.1	86
c1ccc(CSc2ncnc3sccc23)cc1	1	657	i	63	3%	2%	-6%	-0.1%	2%	-2%	0.9	75
COc1ccc2cnn(-c3ccccc3C)c(=O)c2c1OC	28	755	i	40	9%	-5%	10%	-0.3%	3%	14%	3.0	53
O=C(CC1C(=O)NCCN1CC(c1ccccc1)c1ccccc1)NCCc1cn[nH]c1 (stereo not given)	-3	690	i	54	0%	5%	6%	-0.2%	-11%	5%	-0.7	37
OCC[C@@H]1C[C@@H](O)[C@H](O)[C@@]2(CCc3ccccc3CO2)O1	8	797	i	20	7%	7%	-7%	0.6%	-11%	-5%	2.9	105
COc1ccccc1CNC(=O)C1Cc2ccccc2C(=O)O1 (stereo not given)	16	720	i	42	5%	1%	1%	0.2%	-8%	-25%	-1.2	85
O=C(NCCc1csc(-c2ccccc2)n1)c1cccs1	-16	524	i	32	2%	1%	-1%	-0.1%	4%	-6%	-0.1	66
COc1cc(/C=C2\N=C(C)OC2=O)cc(Cl)c1OC(C)=O	3	834	i	23	9%	14%	5%	-0.1%	-5%	4%	0.3	106
C/C(=N/NC(=O)c1cn(-c2cccc(C)n2)cn1)c1ccc(C)cc1	nt	nt	i	32	4%	16%	-6%	-0.1%	-4%	-2%	0.3	56
COc1cccc(NC(=O)CC2Oc3ccccc3NC2=O)c1 (stereo not given)	3	833	i	14	4%	2%	2%	0.0%	-2%	4%	-0.9	60
CCS(=O)(=O)N1Cc2ccccc2CC1C(=O)Nc1nc2c(C)cccc2s1 (stereo not given)	48	677	i	32	5%	-4%	8%	-0.2%	1%	-8%	4.4	74
O=C(Cc1ccccc1)Nc1ccc(N2CCCC2)cc1	nt	nt	i	1	16%	23%	2%	0.3%	-3%	-2%	1.7	47
CCc1nnc(NC(=O)CCN(c2ccc(C)cc2)S(=O)(=O)c2ccccc2)s1	1	621	i	43	5%	25%	-2%	0.0%	-1%	12%	nt	nt
COc1ccc(OC)c(S(=O)(=O)N2CCC(C(=O)NCc3ccncc3)CC2)c1	-6	784	i	45	7%	3%	-8%	0.3%	-5%	10%	0.1	62
Cc1nc(SCC(=O)O)n[nH]1	-4	719	i	37	6%	6%	3%	-0.1%	-9%	-2%	0.7	48
Cc1cc(Nc2cccc(C(F)(F)F)c2)n2nc(C)nc2n1	8	792	i	58	12%	1%	7%	-0.1%	-4%	-8%	0.4	41
CCc1ccc(Nc2oc(C)cc(=O)c2C(C)=O)cc1	nt	nt	i	19	3%	3%	2%	-0.1%	0%	-1%	-0.8	70
O=C(COC(=O)[C@H](Cc1ccccc1)NC(=O)c1cccs1)NC1CCCCC1	-4	705	i	41	3%	5%	0%	0.1%	-10%	11%	3.1	46
COc1ccccc1NC(=O)CSc1n[nH]c(Cc2ccccc2)n1	-5	720	i	26	-1%	27%	-3%	0.1%	-5%	-9%	-0.4	50
